# Screening data from PubChem.
# Bfl-1 Bim block: inhibitors of Bim-Bfl-1 interaction, human | AID 1008 | 0.12% of 190,000 active | inhibition, % at 10 µM | Bead-based flow cytometry, Bim-Bfl-1 binding inhibition;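 also: 0% = wells without compound plus tracer and 100% = blocker peptide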
# Mcl-1 Bim block: disrupts Bim peptide binding to human Mcl-1 | Bead-based flow cytometry, Bim peptide-Mcl-1 binding | inhibition, % at 10 µM | 0.1% of 190,000 active | AID 1009;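 also: 0% = no compound tracer wells and 100% = peptide blocker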
# Target sequence (Q07820 whole entry, looked up): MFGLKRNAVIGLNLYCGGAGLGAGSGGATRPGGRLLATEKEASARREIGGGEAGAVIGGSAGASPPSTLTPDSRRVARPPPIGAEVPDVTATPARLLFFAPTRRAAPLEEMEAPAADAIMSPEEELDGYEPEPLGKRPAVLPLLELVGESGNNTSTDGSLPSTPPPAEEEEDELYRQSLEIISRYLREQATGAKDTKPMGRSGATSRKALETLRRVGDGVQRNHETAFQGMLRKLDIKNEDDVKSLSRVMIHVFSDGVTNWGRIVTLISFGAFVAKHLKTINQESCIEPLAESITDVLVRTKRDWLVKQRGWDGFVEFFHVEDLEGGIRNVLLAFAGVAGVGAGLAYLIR
# Bim-Bcl-B: inhibitors of Bim-Bcl-B interaction, human; Q9HD36; bead-based flow cytometry, Bim peptide-Bcl-B binding; inhibition, % at 10 µM; 0.073% of 190,000 active; AID 951;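 also: 0% = tracer peptide without compound and 100% = reference inhibitor peptide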
# RGS8-Gao reg: regulators of human RGS8-Galphao interaction; P09471; multiplexed bead flow cytometry, RGS8-Galphao binding; actives lie on both sides; response (percent of control binding), % at 10 µM; 0.34% of 220,000 active; in the data active = response below about 60% or above about 140%; inactive = in between;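 also: Galphao activated as the GDP aluminium fluoride complex binding bead-coupled RGS8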
# Bim-Bcl-2: disrupts Bim peptide binding to human Bcl-2; inhibition, % at 10 µM; 0.06% of 190,000 active; Bead-based flow cytometry, Bim peptide-Bcl-2 binding; P10415; in the data active = inhibition above about 40%; inconclusive = no clear call, values can overlap the other calls;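 also: 0% = no compound wells with probe peptide and 100% = reference peptide inhibitor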
# ABCG2 block: inhibitors of human ABCG2 transporter, ABCB1 counter-screen; IgMXP3 cells, JC-1 efflux, flow cytometry; inhibition, % at 6.6 µM; 0.1% of 190,000 active;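 active = inhibition above 80%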;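 also: 0% = DMSO and 100% = nicardipine control wells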
#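 Incubation: cells with compound and JC-1, 10 min at 25 °C, rotating, no wash / Test system: IgMXP3 (ABCG2) plus far-red-tagged CCRF-Adr (ABCB1) cells / Compound dosing: one concentration, 6.6 µM final / Also added: JC-1 fluorescent substrate / Evaluation: efflux inhibition in percent versus controls / Detection: flow cytometry, 530 nm JC-1 signal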
# RGS7-Gao: human RGS7-Galphao interaction regulation. AID 1439. Multiplexed bead flow cytometry, RGS7-Galphao binding; actives lie on both sides. 0.35% of 220,000 active. P09471. binding response (% of control), % at 10 µM; in the data active = binding response below about 49% or above about 150%; inconclusive = no clear call, values can overlap the other calls; inactive = in between;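 also: fluorescent Galphao held in activated GDP-AlF4 state binding bead-coupled RGS7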
# RGS4-Gao reg: modulates binding of RGS4 to human Galphao | P09471 | Multiplexed bead flow cytometry; actives lie on both sides | binding response (% of control), % at 10 µM | 0.33% of 220,000 active | AID 1415; in the data active = binding response below about 49% or above about 150%; inactive = in between;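 also: fluorescent Galphao activated with aluminum fluoride binding bead-coupled RGS4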
# Bim-Bcl-XL: disrupts Bim peptide binding to human Bcl-XL; Q07817; bead flow cytometry, fluorescence; inhibition, % at 10 µM; 0.04% of 190,000 active
# Target sequence (Q07817 whole entry, looked up): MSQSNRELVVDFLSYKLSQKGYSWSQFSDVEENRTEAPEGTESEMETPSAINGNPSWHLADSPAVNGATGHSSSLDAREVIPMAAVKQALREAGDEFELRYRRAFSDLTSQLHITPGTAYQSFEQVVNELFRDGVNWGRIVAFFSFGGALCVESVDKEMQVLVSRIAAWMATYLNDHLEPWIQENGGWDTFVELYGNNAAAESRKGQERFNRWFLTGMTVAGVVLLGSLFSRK
# Bim-Bcl-W: inhibitors of Bim-Bcl-W interaction, human; Q92843; bead-based flow cytometry, Bim peptide-Bcl-W binding; inhibition, % at 10 µM; 0.02% of 190,000 active; AID 952;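 also: 0% = bound tracer without compound and 100% = peptide blocker; higher means less fluorescent Bim peptide bound to Bcl-W beads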
# Target sequence (Q92843 whole entry, looked up): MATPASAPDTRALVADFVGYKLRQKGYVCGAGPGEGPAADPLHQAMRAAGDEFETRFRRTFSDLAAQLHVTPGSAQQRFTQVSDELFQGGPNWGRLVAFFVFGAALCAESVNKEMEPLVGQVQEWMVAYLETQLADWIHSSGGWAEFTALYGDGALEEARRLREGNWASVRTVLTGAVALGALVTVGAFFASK
# ABCB1 block: blocks JC-1 efflux by human ABCB1 transporter. CCRF-Adr cells, flow cytometry. P08183. inhibition, % at 6.6 µM. 0.067% of 190,000 active. AID 1326; in the data active = inhibition above about 40%;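 also: 0% = vehicle and 100% = reference inhibitor; higher value means more JC-1 retained so stronger ABCB1 efflux block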
# * = called active by the depositor; ? = inconclusive. Rule as the data show it, unless noted: active = inhibition above about 40%. No enrichment for hits; about 0.94% have a hit in one of these screens.
# Sample of the layout (15 entries):
SMILES,Bfl-1 Bim block,Mcl-1 Bim block,Bim-Bcl-B,RGS8-Gao reg,Bim-Bcl-2,ABCG2 block,RGS7-Gao,RGS4-Gao reg,Bim-Bcl-XL,Bim-Bcl-W,ABCB1 block
N#CC(C(=O)Nc1cccc(Cl)c1)=C1Nc2ccccc2N1,0,0,1,101,0,3,102,109,-2,-1,0.3
CCOC(=O)Cc1csc(SCC(=O)NC(C)C23CC4CC(CC(C4)C2)C3)n1 (stereo not drawn),0,-3,-6,98,0,4,93,93,-6,-3,1.4
CN1CCN(C(=O)C2=C[C@@H](c3coc4ccccc4c3=O)C[C@@H](OCc3ccc(CO)cc3)O2)CC1,-4,0,-3,99,0,7,94,95,0,1,0.4
O=C(C1CCN(S(=O)(=O)c2cccc3cccnc23)CC1)N1CCN(c2ccccn2)CC1,-2,-1,-4,101,0,10,99,99,0,0,1.8
CCN(Cc1ccccc1)C(=O)Cn1c(=O)oc2ccccc21,-3,-1,0,105,-2,0,104,104,-1,0,0.1
COc1ccc(CNc2ncnc(N)n2)cc1,-3,-1,-1,101,-3,1,99,102,-5,0,0.1
Cc1cc(N2CCN(c3nc4ccccc4s3)CC2)n2ncnc2n1,0,0,0,98,0,5,97,101,-3,-1,1.4
O=C(N[C@@H](Cc1ccccc1)C(=O)O)c1ccncc1,-5,-1,-7,103,-4,1,103,101,-3,0,0.8
CN(c1ncc(C(F)(F)F)cc1Cl)n1cc(C(=O)O)c2ccccc2c1=O,-17,-3,-9,101,-10,7,103,101,-3,-2,2.2
CSc1ccc(S(=O)(=O)NCc2ccccc2Cl)cc1,-16,-5,-14,102,-11,1,99,100,-5,-3,0.2
CN(C)c1ccnc2sc3c(=O)n(Cc4ccccc4)cnc3c12,-4,1,-1,96,-3,14,92,92,-2,-2,1.6
CCC1SC(CC)C(=O)N(CC(=O)NC2CCCCC2)C1=O (stereo not drawn),-4,-18,-5,99,-1,0,101,100,-10,-10,0.1
C=CCc1c(C)nc2c(C(=O)O)cnn2c1C,0,1,1,100,-4,8,103,103,0,1,0.6
COc1cccc(NC(=S)/C(=C(\[O-])c2ccc(OC(F)F)cc2)[n+]2ccccc2)c1,3,-4,-12,100,0,3,?,97,0,1,0.2
Cn1c(Cn2c(=O)sc3ccccc32)nnc1SCC(N)=O,-8,2,-9,100,-1,1,96,100,-4,-4,-0.1

# Main list, from the start:
SMILES,Bfl-1 Bim block,Mcl-1 Bim block,Bim-Bcl-B,RGS8-Gao reg,Bim-Bcl-2,ABCG2 block,RGS7-Gao,RGS4-Gao reg,Bim-Bcl-XL,Bim-Bcl-W,ABCB1 block
N#CC(C(=O)Nc1cccc(Cl)c1)=C1Nc2ccccc2N1,0,0,1,101,0,3,102,109,-2,-1,0.3
CCOC(=O)Cc1csc(SCC(=O)NC(C)C23CC4CC(CC(C4)C2)C3)n1 (stereo not drawn),0,-3,-6,98,0,4,93,93,-6,-3,1.4
CN1CCN(C(=O)C2=C[C@@H](c3coc4ccccc4c3=O)C[C@@H](OCc3ccc(CO)cc3)O2)CC1,-4,0,-3,99,0,7,94,95,0,1,0.4
O=C(C1CCN(S(=O)(=O)c2cccc3cccnc23)CC1)N1CCN(c2ccccn2)CC1,-2,-1,-4,101,0,10,99,99,0,0,1.8
CCN(Cc1ccccc1)C(=O)Cn1c(=O)oc2ccccc21,-3,-1,0,105,-2,0,104,104,-1,0,0.1
COc1ccc(CNc2ncnc(N)n2)cc1,-3,-1,-1,101,-3,1,99,102,-5,0,0.1
Cc1cc(N2CCN(c3nc4ccccc4s3)CC2)n2ncnc2n1,0,0,0,98,0,5,97,101,-3,-1,1.4
O=C(N[C@@H](Cc1ccccc1)C(=O)O)c1ccncc1,-5,-1,-7,103,-4,1,103,101,-3,0,0.8
CN(c1ncc(C(F)(F)F)cc1Cl)n1cc(C(=O)O)c2ccccc2c1=O,-17,-3,-9,101,-10,7,103,101,-3,-2,2.2
CSc1ccc(S(=O)(=O)NCc2ccccc2Cl)cc1,-16,-5,-14,102,-11,1,99,100,-5,-3,0.2
CN(C)c1ccnc2sc3c(=O)n(Cc4ccccc4)cnc3c12,-4,1,-1,96,-3,14,92,92,-2,-2,1.6
CCC1SC(CC)C(=O)N(CC(=O)NC2CCCCC2)C1=O (stereo not drawn),-4,-18,-5,99,-1,0,101,100,-10,-10,0.1
C=CCc1c(C)nc2c(C(=O)O)cnn2c1C,0,1,1,100,-4,8,103,103,0,1,0.6
COc1cccc(NC(=S)/C(=C(\[O-])c2ccc(OC(F)F)cc2)[n+]2ccccc2)c1,3,-4,-12,100,0,3,?,97,0,1,0.2
Cn1c(Cn2c(=O)sc3ccccc32)nnc1SCC(N)=O,-8,2,-9,100,-1,1,96,100,-4,-4,-0.1
NC(=O)C(c1ccc(Cl)cc1)c1ncc(C(F)(F)F)cc1Cl (stereo not drawn),0,-3,1,102,-1,0,97,101,0,-1,0.2
COc1ccc(-c2c(C#N)c(C)nc3c2C(=O)c2ccccc2-3)cc1,-3,-1,-3,103,-3,8,98,101,-6,-2,1.2
COCCNC(=S)Nc1ccc(Cl)c(Cl)c1,1,1,-4,101,-1,6,100,100,1,2,-0.8
CCCCOC(=O)c1ccc(NC(=O)/C=C/c2cccs2)cc1,-7,-2,-6,102,-4,-8,103,101,-8,-8,-1.1
O=C(NC(=S)Nc1ncc(Br)cc1Br)c1cncc(Br)c1,-1,0,-2,102,-3,3,92,91,-6,-1,0.6
CCCCCCCC(=O)N/N=C(\C)c1cccnc1,0,0,-2,101,2,2,102,101,-5,-2,0.5
COc1ccc(OC)c(S(=O)(=O)n2nnc3cc(Cl)ccc32)c1,-15,-1,-13,101,-13,5,101,103,-13,0,0.7
O=C1CC(N2CCc3ccccc32)C(=O)N1c1ccc(F)cc1 (stereo not drawn),-3,3,0,100,-2,2,98,100,2,0,0.4
CCn1c(=O)cc(OCC(=O)NCCCN2CC(C)CC(C)C2)c2ccccc21 (stereo not drawn),-11,2,-1,98,-2,1,98,98,0,1,0.1
CC(C)(C)NC(=O)C1CCCN(S(=O)(=O)c2cccc3cccnc23)C1 (stereo not drawn),-13,-3,-7,99,-9,6,98,102,-7,-3,1.2
CCc1ccccc1NC(=O)C(CC)Sc1nc2cc3c(cc2c(=O)n1Cc1ccco1)OCO3 (stereo not drawn),-3,-4,-11,100,-1,4,97,100,-3,-1,0.7
O=C(COC(=O)c1ccc(F)cc1)NCCc1ccc(F)cc1,3,1,2,99,0,5,?,97,-3,0,0.4
CCCc1cc(=O)oc2cc(C)cc(OC(=O)c3ccco3)c12,-7,-4,-7,100,-3,5,101,101,-6,-2,0.6
COc1ccc(NC(=O)CC2C(=O)N(c3ccc(OC)cc3)C(=O)N2Cc2ccc(OC)c(OC)c2)cc1 (stereo not drawn),-5,1,-3,101,-1,-1,?,102,0,-3,0.3
Cc1cc(OCCN2CCCC2)cc(C(C)C)c1,-2,-3,-1,101,-4,4,102,104,-6,-3,0.8
O=C(NCCc1ccncc1)Nc1ccc(Cl)cc1,-3,-3,-5,101,0,3,97,101,-1,0,0.3
O=S(Cc1cc(Sc2ccccc2)nc(-c2ccccc2)n1)c1ccccc1 (stereo not drawn),-8,25,-7,104,-5,2,103,108,1,1,1.0
CCOC(=O)c1cc(-c2ccc(OC)cc2)nc2c1c(C)nn2CCC(N)=S,-2,-2,-8,97,-1,-2,97,99,-5,-3,-0.3
COc1ccccc1-c1cc(C(=O)Nc2sc3c(c2C#N)CCC(C)C3)c2ccccc2n1 (stereo not drawn),3,-1,-4,96,-1,0,100,100,-1,-6,0.0
Nc1cc(=O)[nH]c(SCC(=O)Nc2cc(S(=O)(=O)N3CCOCC3)ccc2Cl)n1,-8,-11,-16,103,-6,3,?,105,-14,-9,1.1
CCC(c1nnnn1Cc1ccco1)N1CCN(c2cc(Cl)ccc2C)CC1 (stereo not drawn),-10,-1,-10,100,-11,5,102,101,-4,4,1.2
Cc1[nH]c2ccccc2c1SCC(=O)N1CCC(C)CC1,-11,0,-4,107,-3,9,101,101,-1,0,1.3
C#CCn1c(=NC(=O)c2ccc(Br)s2)sc2cc(NC(C)=O)ccc21,-21,-13,-19,103,-20,-9,100,97,-13,-9,-1.2
O=S(=O)(Nc1ncccc1O)c1ccc(Cl)cc1,-19,-4,-9,101,-15,35,101,99,-6,-1,0.7
Cc1ccc(OCCn2cnc(Cl)c2Cl)cc1,-5,1,-6,105,-2,1,105,107,0,0,0.6
O=C(NCc1ccccc1F)c1ccc2c(c1)OCO2,-10,-1,-6,99,-4,0,98,99,-5,1,-0.1
Clc1ccccc1Cc1noc(CN2CCN(c3cnccn3)CC2)n1,-4,0,-4,104,-3,1,103,100,3,-2,-0.8
COc1ccc(NC(=S)NCCN2CCOCC2)cc1,-8,-2,-2,96,-3,-1,94,98,-3,-4,-0.2
CC(C)OC(=O)Cn1cnc2ccc(Br)cc2c1=O,-14,-3,-9,99,-7,27,101,99,-4,-5,-0.6
O=[N+]([O-])c1ccc(CSc2nc3ccccc3[nH]2)cc1,-6,-2,1,99,-2,19,97,99,-6,-8,0.9
